GPR151 ag: activators of human GPR151. activation, % at 11.2 µM. 1% of 650,000 active. Q8TDV0. PathHunter beta-arrestin GPR151 cells, luminescence; in the data active means activation above about 4.9%;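 further: 0% = median of compound wells and 100% = cells with positive control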
Target sequence (Q8TDV0 whole entry, looked up): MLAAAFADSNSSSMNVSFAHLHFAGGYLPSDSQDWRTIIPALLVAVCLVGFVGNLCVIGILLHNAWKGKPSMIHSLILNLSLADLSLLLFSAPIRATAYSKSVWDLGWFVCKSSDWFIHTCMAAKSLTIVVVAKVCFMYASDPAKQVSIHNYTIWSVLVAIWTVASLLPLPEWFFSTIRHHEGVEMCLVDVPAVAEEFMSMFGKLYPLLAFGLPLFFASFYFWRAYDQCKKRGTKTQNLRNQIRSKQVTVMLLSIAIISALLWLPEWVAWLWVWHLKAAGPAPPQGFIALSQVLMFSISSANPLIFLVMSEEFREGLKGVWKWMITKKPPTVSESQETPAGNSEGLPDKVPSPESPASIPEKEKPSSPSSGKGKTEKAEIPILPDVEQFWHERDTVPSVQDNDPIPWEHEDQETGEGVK
TEAD-YAP block: TEAD-YAP interaction inhibition. HEK-TIYL cells, TEAD-Gal4/YAP UAS-luciferase luminescence. inhibition, % at 9.12 µM. 1.4% of 640,000 active; in the data active means inhibition above about 32%;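 further: 0% = median of test compound wells and 100% = reference inhibitor wells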
MITF inh: blocks human microphthalmia-associated transcription factor. O75030. AlphaScreen MITF homodimerization, bead proximity signal. inhibition, % at 2.6 µM. 0.91% of 650,000 active; in the data active means inhibition above about 50%;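 further: 0% = vehicle wells with protein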
FBW7 act: activators of human E3 ligase FBW7 | Q969H0 | normalized activity (activation), % at 26.1 µM | 0.13% of 650,000 active | AlphaScreen FBW7–phospho-cyclin E peptide binding, activator screen; in the data active means normalized activity above about 1.9%;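 further: purified mutant Fbw7 with reduced substrate affinity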
Target sequence (Q969H0 whole entry, looked up): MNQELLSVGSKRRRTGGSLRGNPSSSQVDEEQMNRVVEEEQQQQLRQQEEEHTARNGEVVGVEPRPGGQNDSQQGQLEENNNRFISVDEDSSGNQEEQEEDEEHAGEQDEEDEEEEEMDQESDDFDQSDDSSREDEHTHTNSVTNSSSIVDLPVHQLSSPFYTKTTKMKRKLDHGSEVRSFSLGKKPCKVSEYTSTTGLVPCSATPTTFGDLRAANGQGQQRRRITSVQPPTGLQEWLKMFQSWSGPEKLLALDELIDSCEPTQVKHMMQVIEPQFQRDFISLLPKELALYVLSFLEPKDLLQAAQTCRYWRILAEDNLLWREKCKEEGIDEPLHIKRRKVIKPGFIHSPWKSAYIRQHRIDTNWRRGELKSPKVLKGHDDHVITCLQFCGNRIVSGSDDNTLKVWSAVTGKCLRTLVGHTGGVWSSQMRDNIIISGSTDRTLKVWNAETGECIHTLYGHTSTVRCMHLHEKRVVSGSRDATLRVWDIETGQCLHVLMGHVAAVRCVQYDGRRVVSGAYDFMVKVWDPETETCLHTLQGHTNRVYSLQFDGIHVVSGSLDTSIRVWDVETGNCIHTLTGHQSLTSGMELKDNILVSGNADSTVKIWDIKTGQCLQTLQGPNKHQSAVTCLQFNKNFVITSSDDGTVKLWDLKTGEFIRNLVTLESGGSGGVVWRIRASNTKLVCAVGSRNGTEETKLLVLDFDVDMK
An asterisk follows results filed as active; & = joins results of further samples. Not a hit list, and some 3.4% of all compounds hit somewhere here.

SMILES	GPR151 ag	TEAD-YAP block	MITF inh	FBW7 act
Cc1cc2c(cc1C)-c1c(ssc1=Nc1ccc(F)cc1)C(C)(C)N2	1.3	2.1	-18.9	-0.3
O=C(c1ccc2c(=O)n(C3CCCCC3)c(SCc3ccncc3)nc2c1)N1CCOCC1	1.3	3.1	3.9	0.1
CCN(CC(=O)Nc1ccc(NC(C)=O)cc1)CC(=O)Nc1cc(C)on1	0.7	11.5	13.9	0.0
CCOc1ccccc1OCC(=O)NNC(=S)NC1CCCCC1	-0.6	-3.9	5.8	0.0
Cc1cc(C)c2[nH]cc(C(=O)O)c(=O)c2c1	-0.3	-1.9	34.2	1.5
COc1cccc(-c2nnc(SCC(=O)Nc3cc(Cl)ccc3OC)n2-n2cccc2)c1	0.8	52.0*	6.1	0.1
COc1ccc2c(c1OC)C(=O)OC2Nc1ccccc1[N+](=O)[O-] (stereo not given)	1.3	-7.9	0.7	-0.3
C=CCNC(=O)C(=O)NCCC(C)C	-1.7	-8.0	9.2	0.2
CCN(CC(=O)NC(C)C)C(=O)Cn1c(C)nc2ccccc21	-0.9	0.8	6.2	0.0
Cc1cccc(C)c1NC(=O)C(Cc1c[nH]c2ccccc12)NC(=O)C(c1ccccc1)c1ccccc1 (stereo not given)	1.5	11.8	1.0	0.1
Cc1cccc(-n2ncc3c(NC(c4ccccc4)c4ccccc4)ncnc32)c1	-0.3	-8.6	-5.0	0.0
Cc1cccn2c(CN(C)Cc3ccn[nH]3)c(C(=O)N3CCCCC3)nc12	-0.2	5.1	-1.7	0.0
CCc1cccc(C)c1NC(=O)Cn1c(NCCO)nc2ccccc21	-0.2	-2.5	8.4	0.1
N#C/C(=C\c1cn(-c2ccccc2)nc1-c1ccc2c(c1)OCCO2)C(N)=O	1.2	-2.6	3.9	0.9
O=C(CCc1nnc(-c2ccsc2)o1)NCCCc1cccnc1	0.4	-5.5	3.8	0.0
O=C(Oc1coc(CSc2ncccn2)cc1=O)c1cc(Cl)ccc1[N+](=O)[O-]	0.6	12.8	12.1	-0.2
COc1ccc(-n2nc(C(=O)NCC3CCCO3)c3c4ccccc4n(C)c3c2=O)cc1 (stereo not given)	0.3	2.2	8.6	0.4
CCOc1ccc(C2=C/C(=C/c3ccc(C)o3)C(=O)O2)cc1	0.2	0.4	-20.0	0.0
CC(=O)c1ccc(NC(=O)Nc2ccc(Br)cc2Cl)cc1	-0.4	-20.6	19.0	0.0
Cc1sc2nc(Cc3ccccc3)nc(Nc3ccc(F)cc3)c2c1C	-0.6	12.0	16.4	0.0
COc1ccc(CN2C(=O)CCC2(C)C(=O)NC2CCC(C)CC2)cc1 (stereo not given)	0.5	7.8	3.3	0.3
CCOC(=O)c1ccc2c(c1)C1C=CCC1C(C(=O)O)N2 (stereo not given)	1.2	4.0	76.3*	-0.4
CCC(=NCCN1CCNCC1)C1=C(O)CC(C)(C)CC1=O	2.6	2.7	24.3	0.8
COc1ccc(C2CC(=O)N3C(=C2C#N)SCC3(O)c2ccc(C)cc2)cc1OC (stereo not given)	0.7	2.7	-2.2	-0.1
Cc1cc(C)n(-c2ccc(C(C)C)cc2)c(=O)c1C#N	0.6	-1.4	4.9	-0.1
The results go on.
SMILES	GPR151 ag	TEAD-YAP block	MITF inh	FBW7 act
CC1CCN(S(=O)(=O)c2ccc3nc(-c4ccccc4)cc(C(=O)O)c3c2)CC1	1.7	10.0	-4.1	-0.1
COc1ccc(/C(N)=N/OC(=O)c2ccc3c(c2)OCO3)cc1	-0.8	-24.6	11.3	-0.1
COc1ccc(CC(=O)Nc2ccc3nc(N4CCOCC4)cc(C)c3c2)cc1OC	1.4	2.7	18.9	0.7
Cc1ccc(Cl)cc1N1C(=O)CN(Cc2cccs2)C1=S	-0.7	-4.8	-1.1	-0.1
Cc1cc(C)n2cc(CSc3nnc4c(n3)[nH]c3ccccc34)nc2n1	2.6	-3.1	0.4	-0.1
CC(C)CCNC(=O)c1cc(S(=O)(=O)N2CCC3(CC2)OCCO3)ccc1F	-0.6	8.1	-11.6	-0.2
COc1ccc(-n2c(SCC(=O)Nc3cc(C)[nH]n3)nc3[nH]ncc3c2=O)cc1	0.1	8.0	-19.7	0.0
CCOC(=O)CSc1nnc2n1CCN2c1ccc(OC)cc1	0.1	-1.5	-8.4	-0.1
NC(=O)c1ccc(-c2nc(C(N)=O)cs2)cc1	-2.7	-7.9	14.7	0.3
Cc1ccc(NC(=S)NCC(C)C)cc1	-0.9	-25.6	0.5	-0.1
O=C(Nc1ccccc1)c1cc(S(=O)(=O)Nc2ccc(Br)cc2)ccc1Br	-1.1	-2.9	5.4	0.1
CCOC(=O)Cn1c(-c2nonc2N)nc2ccccc21	-0.1	7.5	0.1	0.2
Cc1cccc(C)c1N=C1S/C(=C\c2ccc(Br)cc2)C(=O)N1c1ccccc1	0.7	-1.1	16.7	-0.1
O=C(COC(=O)c1ccc([N+](=O)[O-])s1)Nc1ccc2c(c1)OCO2	1.1	16.6	17.3	0.0
O=C(NC1CC1)c1ccc(S(=O)(=O)N2CCCC2)o1	0.2	-2.2	-6.4	0.0
CCOC(=O)C1=C(C)NC2=C(C(=O)C(C(=O)OC)C(C)C2)C1c1cccc([N+](=O)[O-])c1 (stereo not given)	-1.7	-8.5	5.9	0.1
C/C(=N\N=C1\NC(=O)C(CC(=O)Nc2ccc(C(=O)O)cc2)S1)C1CCCCC1 (stereo not given)	-1.0	-1.0	10.7	0.0
Cc1cc(S(=O)(=O)NC23CC4CC(CC(C4)C2)C3)ccc1-n1cnnn1	-0.2	10.4	48.7	0.0
O=C(CNc1cc([N+](=O)[O-])ccc1NCCO)Nc1ccc(F)c(Cl)c1	-2.0	-8.3	9.3	-0.1
CCN1CNC(=S)N(c2cccc(OC)c2)C1	0.6	-0.9	5.6	0.0
COc1cccc(C#N)c1OCc1cccc(I)c1	-0.4	-1.6	-15.5	-0.1
NNC(=O)c1cc(-c2cccs2)[nH]n1	0.5	0.9	-7.4	0.1
O=C(NC1CCCCCC1)c1ccc(Cn2c(=O)[nH]c3ccsc3c2=O)cc1	-0.3	8.6	-2.4	-0.1
COc1ccc(-c2nnc(SCCC(=O)O)n2-c2ccccc2)cc1OC	2.4	10.3	0.3	0.1
O=C(Nc1c2c(nn1-c1ccc(F)cc1)CS(=O)(=O)C2)c1cccc(Cl)c1	2.5	13.9	16.5	0.6

Grouped by structure, those above containing bromine.
SMILES	GPR151 ag	TEAD-YAP block	MITF inh	FBW7 act
CC(=O)c1ccc(NC(=O)Nc2ccc(Br)cc2Cl)cc1	-0.4	-20.6	19.0	0.0
O=C(Nc1ccccc1)c1cc(S(=O)(=O)Nc2ccc(Br)cc2)ccc1Br	-1.1	-2.9	5.4	0.1
Cc1cccc(C)c1N=C1S/C(=C\c2ccc(Br)cc2)C(=O)N1c1ccccc1	0.7	-1.1	16.7	-0.1

Following part.
SMILES	GPR151 ag	TEAD-YAP block	MITF inh	FBW7 act
Cc1noc(C)c1-c1nc(NCCO)c2ncn(-c3ccsc3)c2n1	0.9	22.8	4.5	-0.2
O=C(Nc1ccc(N2CCOCC2)cc1)c1cc([N+](=O)[O-])ccc1Br	-0.5	42.6*	-8.5	-0.1
CNC(=O)/C(C#N)=C/c1c(Oc2ccccc2OC)nc2ccccn2c1=O	-6.3	6.1	1.9	0.0
Cc1ccccc1N1C(=O)C2ON(c3ccccc3C)C(c3ccc(N(C)C)cc3)C2C1=O (stereo not given)	1.8	-1.5	3.5	-0.1
COc1cccc(NC(=O)c2ccc(NCc3ccccc3OC)c([N+](=O)[O-])c2)c1	1.0	48.8*	2.3	-0.2
CC(C)=CCN1CCNC(=O)C1CC(=O)NC1CCCCCCC1 (stereo not given)	-0.4	0.2	-12.8	-0.1
CCCCN1C(SCC(=O)Nc2ccccc2C)=NS(=O)(=O)c2ccccc21	0.8	10.3	-10.4	-0.1
COc1ccc(-c2nn(C)c(=O)c3ccccc23)cc1CNS(=O)(=O)c1ccccc1	0.6	-4.1	0.0	-0.1
O=C(Nc1cccc(C(F)(F)F)c1)c1ccc(NC(=O)c2ccccc2Cl)cc1	-0.6	1.5	-6.8	0.1
Cn1c(=O)c2c(ncn2Cc2cccc(F)c2)n(C)c1=O	-0.7	-8.8	13.9	1.2
CCCCOc1ccc(C(=O)Nc2ccc3nc(SCC(=O)Nc4ccc5c(c4)oc4ccccc45)sc3c2)cc1	-1.0	0.5	-2.2	0.1
COc1ccc(-c2cnc(Oc3ccc(F)cc3)nc2)cc1	-0.2	-36.6	0.6	-0.1
O=C(Nc1ccc(Br)c(Cl)c1)C1CC(=O)N(c2ccccc2F)C1 (stereo not given)	0.8	-1.1	-1.1	0.0
CCOC(=O)N1CCN(CCC(=O)Nc2ccccc2OC)CC1	0.7	1.1	0.2	-0.2
COc1ccc(Cl)cc1N1C(=O)CSC1c1cccc([N+](=O)[O-])c1 (stereo not given)	0.1	-5.8	1.6	-0.1
Cc1ccc(C(=O)NCc2ccco2)cc1	-1.3	-11.0	0.1	0.0
Cc1cc(C(=O)Cn2c(NCCO)nc3ccccc32)c(C)n1-c1ccccc1	0.6	-2.5	10.7	0.0
CCOC(=O)c1sc(N/N=C/c2c[nH]c3ccccc23)nc1C	0.2	-2.5	0.9	0.0
O=C(Nc1ccc(-c2nc3cccnc3s2)cc1)c1c(F)cccc1F	0.6	4.9	-10.7	0.1
COc1ccc(C2C(C(=O)N3CCN(C)CC3)c3ccccc3C(=O)N2C2CCCCC2)cc1 (stereo not given)	-0.6	-2.2	-3.2	-0.3
COc1cc(C(=O)OCCCN2CCCN(CCCOC(=O)c3cc(OC)c(OC)c(OC)c3)CC2)cc(OC)c1OC	-0.8&0.0&-0.5	-7.3	7.0&-19.4&2.3	-0.1&-0.1&0.0
Cc1nc2sc3c(c2c2nnc(SCC(=O)Nc4nccs4)n12)CCCC3	0.0	-5.6	-3.5	-0.1
COc1ccc2ccccc2c1/C=C1\SC(c2ccccc2)=NC1=O	2.2	7.1	-0.1	0.0
Cc1nnc2sc(-c3cc(Cl)cc(Cl)c3N)nn12	-0.3	-3.7	9.3	0.0
CC1=CC(C)(C)Nc2ccc(OC(=O)CN3C(=O)c4cccc([N+](=O)[O-])c4C3=O)cc21	0.2	-9.4	20.0	-0.2

Whole records, quoted from the list. Values in the order: GPR151 ag, TEAD-YAP block, MITF inh, FBW7 act
COc1cc(C(=O)OCCCN2CCCN(CCCOC(=O)c3cc(OC)c(OC)c(OC)c3)CC2)cc(OC)c1OC as listed: -0.8&0.0&-0.5, -7.3, 7.0&-19.4&2.3, -0.1&-0.1&0.0
Cc1nnc2sc(-c3cc(Cl)cc(Cl)c3N)nn12 as listed: -0.3, -3.7, 9.3, 0.0

3 entries picked at random from the list so far, as already listed:
SMILES	GPR151 ag	TEAD-YAP block	MITF inh	FBW7 act
Cc1cc(C(=O)Cn2c(NCCO)nc3ccccc32)c(C)n1-c1ccccc1	0.6	-2.5	10.7	0.0
CCCCN1C(SCC(=O)Nc2ccccc2C)=NS(=O)(=O)c2ccccc21	0.8	10.3	-10.4	-0.1
COc1cccc(NC(=O)c2ccc(NCc3ccccc3OC)c([N+](=O)[O-])c2)c1	1.0	48.8*	2.3	-0.2

Going on with the list.
SMILES	GPR151 ag	TEAD-YAP block	MITF inh	FBW7 act
Cc1nc2n(CCN3CCCCC3)c3ccccc3n2n1	0.5	4.3	16.5	0.0
COc1ccc(NC(=O)NCCc2ccccc2OC)c(OC)c1	1.1	3.5	-1.9	-0.2
C/C(=N\NC(=S)NC(C)C)c1ccc2c(c1)OCCO2	-0.4	0.6	1.5	-0.1
OC1CCCN(C2CCN(c3nc4nonc4nc3N3CCCCCC3)CC2)C1 (stereo not given)	-2.7	0.1	-6.8	0.0
CCOc1ccc(-n2c(C)nc3cc(C(=O)NCCN4CCOCC4)ccc32)cc1	2.2	9.0	6.3	0.0
COC(=O)[C@@H]1C[C@H](NC(=O)c2ccc(-n3cccn3)cc2)CN1C1Cc2ccccc2C1	-1.8	7.7	-12.2	-0.1
Cc1cccc(C)c1OCc1nc2c3c4c(sc3ncn2n1)CCCCC4	0.1	-5.1	-18.9	-0.1
O=C(O)c1cc(S(=O)(=O)NCc2ccco2)ccc1Cl	0.4	7.6	3.5	-0.1
Cc1c(NC(=O)CSCc2cccc(Br)c2)c(=O)n(-c2ccccc2)n1C	0.2	14.8	8.2	0.1
COc1ccc(-c2coc3cc(OCCN4CCN(C)CC4)ccc3c2=O)cc1OC	-0.3	-1.1	4.1	0.1
COc1ccc(N2CCN(c3nc(Nc4ccc(OC)c(Cl)c4)nc(N4CCOCC4)n3)CC2)cc1	-0.3	-8.1	-4.0	0.1
CCCCN(C)Cc1ccc(C(=O)NCc2c(C)nn(C)c2C)c(=O)[nH]1	0.4	20.9	2.2	0.0
Cc1cc(C)c(C(=O)CSc2nc(N)cc(=O)[nH]2)cc1C	3.2	-0.1	-16.4	0.1
COc1ccc(CNC(=O)NCc2noc3ccccc23)cc1	-0.9	-3.8	1.5	-0.1
N#CCSc1nc2cc(C(=O)N3CCOCC3)ccc2c(=O)n1CCc1ccccc1	-0.2	13.9	10.7	0.2
CCCc1nc(SCC(=O)Nc2ccc(C(C)=O)cc2)c2ccccc2n1	0.6	1.7	-7.5	-0.2
Cc1ccc(NC(=O)C(=O)NC(C)c2ccccc2)c(C)c1 (stereo not given)	1.0	4.9	-6.8	0.2
CCOC(=O)N1CCC(NC(=O)c2cnn3c2NC(c2ccco2)CC3C(F)(F)F)CC1 (stereo not given)	0.2	3.2	12.6	0.0
Cc1cccc(Nc2nc3ccc([N+](=O)[O-])cc3nc2Nc2cccc(C)c2C)c1C	-0.2	-1.4	18.6	0.1
Cc1cc(C(=O)NC(C)C)c2c(C)nn(-c3ccccc3)c2n1	1.9	0.4	-10.8	-0.4
CC1CCN(C(=O)CCNS(=O)(=O)c2cccc3nsnc23)CC1	-0.6	1.6	-6.8	-0.1

Screens from PubChem BioAssay.
